# Compound activity deposited in PubChem BioAssay by National Center for Advancing Translational Sciences (NCATS).
# BRCA1 expr up = BRCA1 expression activation; Potency, µM (titrated, usually from 46.1 µM), inactives show at the highest dose activation, most hits filed as activators; AID 624202; MCF7-BRCA1-FFLuc reporter, luminescence, 48 h; response scale: scaled: vehicle 0%, 10 µM genistein 100%; 380,000 compounds, 1.1% hits; also: potency is read from the fitted curve at half-maximal effect; nearly all actives have a fitted effect of over 80% in size; some results filed as inactive show a strong effect at the top dose
#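 MCF7 cells carrying a BRCA1-firefly luciferase reporter (2000 cells/well, phenol-red free MEM) were attached for 2 h at 37 °C, then given compounds for 48 h. Luminescence was read 15 min after luciferase reagent; activity normalized to genistein (10 microM) and DMSO.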
# TSG101-PTAP inh = blocks PTAP/TSG101 interaction to inhibit HIV-1 budding; AID 493005; Q99816; Fluorescence polarization, FITC-PTAP peptide / Tsg101 binding; 340,000 tested, under 10 active; Potency, µM (highest dose often 115 µM), without a hit: top-dose activity change, negative = inhibition, hits mostly inhibitors; active = well fitted inhibition curve with a large enough effect in the main read-out, with a control signal flat, not every such curve was filed as active; inconclusive = small, poorly fitted or top-dose-only effect, or effect the other way, or a change in a side signal; inactive = no such curve, though single readings can be large or run the other way; also: potency is read from the fitted curve at half-maximal effect; % of control where 0% means no effect
#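 Tsg101 binding domain (10 uM final) was mixed with compound and a FITC-labeled PTAP peptide (50 nM final) in HEPES pH 7.5 buffer with NaCl, Tween 20, EDTA and TCEP; fluorescence polarization was read after 20 min at r.t.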
# USP2a block = blocks human ubiquitin-specific protease USP2a; O75604; USP2 core, Ub-CHOP2 coupled fluorogenic reporter, 485/531; 330,000 compounds, 0.01% hits; Potency, µM (highest dose often 38.3 µM), for inactives: at the highest dose activity change, negative = inhibition, actives largely listed as inhibitors;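 also: potency is read from the fitted curve at half-maximal effect; plate controls were DMSO wells for no effect and full inhibition by NEM control for full effect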
#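 Deubiquitinase activity read as fluorescence (485/531 nm) after Ub-CHOP2 cleavage activates the enterokinase reporter on its substrate; USP2 core 10nM, Ub-CHOP2 and substrate 25nM each, 30min compound preincubation then 60min RT; data normalized to NEM, curves fitted.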
# uPA generation = blocks generation of uPA at the cell surface; cell surface uPA generation assay, qHTS; Potency, µM (series often up to 38.3 µM), for inactives: top-dose activity change, negative = inhibition, hits mostly inhibitors; AID 540303; 330,000 compounds, 0.31% hits; active = well fitted inhibition curve with a large enough effect; inconclusive = small, poorly fitted or top-dose-only effect; inactive = no such curve, though single readings can be large or run the other way; tested in mouse RAW 264.7 cells; also: potency is read from the fitted curve at half-maximal effect; % is scaled to controls: 0 for no effect and ±100 for the full control effect; nearly all actives have a fitted effect of over 55% in size
# Eya2 phos inh = inhibitors of human Eya2 phosphatase activity. O00167. Potency, µM (series often up to 76.9 µM), without a hit: at the highest dose activity, negative = inhibition, hits mostly inhibitors. 330,000 compounds, 0.006% hits. recombinant Eya2, OMFP fluorescence dephosphorylation (OMFP is methylfluorescein phosphate); also: potency is read from the fitted curve at half-maximal effect; % is scaled to controls: 0 for no effect and ±100 for the full control effect
# Target sequence (O00167 whole entry, looked up): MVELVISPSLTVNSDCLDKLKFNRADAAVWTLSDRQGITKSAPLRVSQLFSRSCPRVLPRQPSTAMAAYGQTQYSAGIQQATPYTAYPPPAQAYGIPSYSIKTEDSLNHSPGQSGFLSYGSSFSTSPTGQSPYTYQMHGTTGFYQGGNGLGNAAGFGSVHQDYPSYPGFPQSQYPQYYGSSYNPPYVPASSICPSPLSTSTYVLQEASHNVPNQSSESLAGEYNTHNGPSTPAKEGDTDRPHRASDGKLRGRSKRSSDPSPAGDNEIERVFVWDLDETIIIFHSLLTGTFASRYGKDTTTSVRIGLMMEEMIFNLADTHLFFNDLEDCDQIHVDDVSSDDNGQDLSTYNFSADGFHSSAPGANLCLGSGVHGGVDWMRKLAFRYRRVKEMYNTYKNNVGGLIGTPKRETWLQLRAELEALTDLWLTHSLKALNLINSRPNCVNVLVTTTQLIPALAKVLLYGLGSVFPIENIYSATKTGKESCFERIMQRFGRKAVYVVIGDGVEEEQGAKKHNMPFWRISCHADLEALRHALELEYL
#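 Eya2 protein (added as 0.2 uM solution) was preincubated with compound for 10 min at ambient temperature in 50 mM HEPES pH 7.5, 50 mM NaCl, 5 uM MgCl2, 0.05% BSA, 1 mM DTT. OMFP (added at 50 uM) then reacted 10 min; fluorescence read at 485/525 nm.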
# S-ASM inh = human S-ASM enzyme inhibition | P17405 | placental ASM, HMU-PC fluorogenic substrate, 60 min | Potency, µM (doses to about 57.5 µM), for the others: at the highest dose activity change, negative = inhibition, actives largely listed as inhibitors | 340,000 compounds, 0.006% hits | AID 504937; also: potency is read from the fitted curve at half-maximal effect
#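 Human placenta-derived ASM preincubated with compound 10 min at room temperature, then reacted with 9 uM (final) fluorogenic HMU-PC substrate for 60 min at 37 C. Stop solution raises pH to 10; fluorescence read at Ex 386/Em 447 nm.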
# ELG1 genotox = genotoxicity induction in ELG1-luciferase HEK293T cells | Potency, µM (series often up to 46 µM), without a hit: top-dose activity change, positive = activation, most hits filed as activators | HEK293T ELG1-luciferase reporter, luminescence, 16 h | 330,000 compounds, 1.3% hits | AID 504466; also: potency is read from the fitted curve at half-maximal effect; % of control where 0% means no effect; nearly all actives have a fitted effect of over 60% in size
#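 HEK293T cells expressing luciferase-tagged ELG1 were treated with compound or DMSO for 16 hr at 37°C. Luciferase activity was then read after 30 min with ONE-Glo at room temperature; rising signal flags genetic stress.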
# a7 integrin act = activators of alpha7 integrin expression for muscular dystrophy; alpha7betagal myoblasts, beta-gal FDG fluorescence, 48 h; Potency, µM (series often up to 38.3 µM), inactives show top-dose activation, most hits filed as activators; 350,000 compounds, 0.064% hits;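 also: potency is read from the fitted curve at half-maximal effect; 100% = response of the positive control SU9516; nearly all actives have a fitted effect of over 60% in size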
#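 Alpha7betagal+/- myoblasts (passage 13) were plated 16-24 hr, then exposed to compounds (1:260 dilution of DMSO stock) for 48 hours at 37C. After MPER lysis, β-galactosidase reporter activity was read as FDG fluorescence (ex 480/em 540) after 30 minutes.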
# TRPV1 agonist = agonists of human vanilloid receptor 1 (TRPV1); Q8NER1; TRPV1-expressing cells, Fluo-8 calcium influx, agonist mode; activation, % at 8.33 µM; 320,000 compounds, 0.19% hits; AID 540275; in the data active = activation above about 80%; inconclusive = between about 30% and that limit; also: 0% is about no effect
#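 Fluo-8 calcium influx in TRPV1-expressing cells, kinetic read (ex 480/em 520 nm). Compound added and read 3 min for agonist activity, followed by capsaicin at EC20 final and 2 min further read for enhancement.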
# B2AR arrestin = agonists driving beta-arrestin recruitment to human beta2-adrenergic receptor; P07550; beta-arrestin recruitment to beta2AR, cell-based reporter; Potency, µM (top dose mostly 46.1 µM), inactives show top-dose activation, usual class: activators; 330,000 compounds, 0.02% hits; AID 492947;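 also: potency is read from the fitted curve at half-maximal effect; 0% = DMSO controls and full agonism = EC100 isoproterenol or metaproterenol; nearly all actives have a fitted effect of over 65% in size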
# Target sequence (P07550 whole entry, looked up): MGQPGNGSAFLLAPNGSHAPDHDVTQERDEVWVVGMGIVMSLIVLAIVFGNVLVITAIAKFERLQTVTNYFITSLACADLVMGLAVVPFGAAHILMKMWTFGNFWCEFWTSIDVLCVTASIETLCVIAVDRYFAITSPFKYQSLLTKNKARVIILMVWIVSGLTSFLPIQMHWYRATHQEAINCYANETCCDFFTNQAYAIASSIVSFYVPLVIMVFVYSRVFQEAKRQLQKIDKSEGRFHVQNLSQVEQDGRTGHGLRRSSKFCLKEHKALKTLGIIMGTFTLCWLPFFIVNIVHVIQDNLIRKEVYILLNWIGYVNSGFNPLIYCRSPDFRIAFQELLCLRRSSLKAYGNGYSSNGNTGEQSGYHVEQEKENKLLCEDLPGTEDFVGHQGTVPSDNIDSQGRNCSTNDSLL
# p53 reactivation = restores transcriptional activity of mutant p53; 320,000 compounds, 0.063% hits; Potency, µM (highest dose often 92.2 µM), for the others: top-dose activity change, positive = activation, usual class: activators; H1299 p53-A138V BP100-luciferase reporter, luminescence, 24 h; also: potency is read from the fitted curve at half-maximal effect; % of control where 0% means no effect; nearly all actives have a fitted effect of over 45% in size
#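 H1299 (p53-null), stable ts p53-A138V + BP100-Luc; 1000 cells/well, Opti-MEM/10% FBS; cpd 4 pt, 1:5; 24 h, 37 deg C, 5% CO2; detection reagent 10 min RT; luminescence.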
# * marks the source's active call; other numbers are inactive results; ? = inconclusive; . = no result given; [ ] = another dose, or the depositor's remark. Unless noted, calls follow the shape of the dose curve; as a rule, active = well fitted curve in the direction sought with a large enough effect; inconclusive = small, poorly fitted or top-dose-only effect, or another doubt; inactive = no such curve, though single readings can be large; an effect the other way counts as inactive or inconclusive.
SMILES,BRCA1 expr up,TSG101-PTAP inh,USP2a block,uPA generation,Eya2 phos inh,S-ASM inh,ELG1 genotox,a7 integrin act,TRPV1 agonist,B2AR arrestin,p53 reactivation
COC(=O)C1=C(C)N(c2cccc(OC)c2)C(=O)/C1=C\c1ccco1,-11%,2%,-3%,-11%,1%,-13%,-1%,-19%,10,-0.3%,1%
CCCCc1c(C)c2ccc(OCC(C)=O)cc2oc1=O,?,0%,-1%,-1%,-25%,66%[activator],5.2µM*,11%,6,-0.1%,?
COCCCN1C(=O)/C(=C/c2ccc(CNS(=O)(=O)c3ccccc3)o2)C(C(=O)OC)=C1C,-23%,0%,2%,-2%,0%,-23%,0%,25%,0,0.2%,-1%
COc1cccc2[nH]c3c(N4CC(C)CC(C)C4)ncnc3c12 (stereo not given),.,.,4%,.,-2%,.,-6%,.,?,-3.4%,-4%
CC(=O)c1ccccc1NC(=O)CCNC(=O)c1ccco1,34%,-2%,-1%,0%,-1%,2%,6%,4%,3,-0.2%,24%
COc1ccc(N(CC(=O)NCc2cccs2)S(=O)(=O)c2cccc(C)c2)cc1,-5%,0%,3%,6%,-30%,-3%,-3%,14%,16,0.2%,3%
O=C(COC(=O)/C=C/c1ccccc1)NC1CCCCCC1,4%,-1%,1%,2%,-25%,-1%,2%,8%,17,0.2%,6%
COc1cc(CO)c(Br)cc1OCC(N)=O,-4%,0%,1%,-1%,-5%,3%,2%,?,-1,0.2%,-3%
C=CCN1CC(C)/C(=N\O)CC1C (stereo not given),-9%,-5%,-1%,0%,-7%,1%,-2%,-5%,2,-0.4%,-2%
COCCCN1C(=O)C(O)=C(C(=O)c2ccc(C)o2)C1c1cccc(Br)c1 (stereo not given),18%,-6%,9%,0%,-1%,-2%,0%,7%,-3,-1.2%,-7%
COC(=O)c1c(C#N)c(N)nc2c1CCCC2,4%,-3%,-1%,-2%,-24%,389%[activator],0%,10%,-1,3.3%,-14%
C#CCOc1ccc(/C=C2/C(=O)N(c3cccc(C(=O)O)c3)N=C2C)cc1OC,57%,-2%,3%,-1%,1%,5%,10%,11%,-2,0.0%,16%
CCCCOc1ccc(C(=O)N/C(=C\c2cccc([N+](=O)[O-])c2)C(=O)OC(C)C)cc1,1%,-8%,2%,7%,?,-7%,-1%,-11%,5,-0.3%,-2%
CN(/C=C1/C(=O)CNC1=O)CCO,-5%,2%,0%,6%,-12%,-1%,0%,-19%,-7,-0.3%,-1%
Nc1cnc(Br)cc1Br,-14%,-3%,0%,-1%,0%,0%,0%,16%,2,-0.4%,-1%
O=C(O)c1ccccc1C(=O)NNc1cccc(Cl)n1,-17%,0%,3%,5%,2%,0%,17%,1%,2,0.1%,5%
Cc1ccc(CNS(=O)(=O)c2c(N)n(C)c(=O)n(C)c2=O)cc1,-1%,-4%,-6%,5%,-3%,-3%,0%,3%,0,-0.7%,-1%
CC(C)(C)c1ccc(NC(=O)COC(=O)c2ccc(CN3CCCC3=O)cc2)cc1,20%,-4%,-5%,13%,-11%,-8%,2%,-6%,-1,0.6%,10%
CC(C)(C)CNC(=O)c1cccc2c1C(=O)c1ccc(N3CCCC3)cc1S2(=O)=O,-30%,?,10%,-7%,1%,-20%,-5%,-4%,.,-0.4%,-3%
COc1ccc(OC)c(N(CC(=O)N2CCOCC2)S(C)(=O)=O)c1,3%,-1%,2%,2%,?,6%,-1%,32%,1,-0.4%,-7%
CCOC(=O)N1CCN(S(=O)(=O)c2ccc(C(=O)NNc3nc4cc(C)cc(C)c4s3)cc2)CC1,-83%,-1%,2%,?,-2%,-23%,9%,-44%[inhibitor],-4,-0.5%,?
Nc1ccc(Cl)cc1C(=O)OCC(=O)NC1CCS(=O)(=O)C1 (stereo not given),-2%,-23%,-2%,3%,-26%,.,0%,25%,0,0.1%,-4%
Cc1c(C(=O)N(Cc2ccccc2)Cc2cccnc2)cnn1-c1ccc(F)cc1,0%,-4%,0%,-3%,-6%,0%,-1%,4%,8,-0.9%,-5%
COc1ccc(/C=C2\CCn3c2nc2cc(C(=O)O)ccc2c3=O)cc1O,9%,-3%,1%,0%,-11%,.,2%,8%,-3,-0.5%,-1%
Cc1ccc(CNC(=O)C2CC2c2ccccc2)cc1 (stereo not given),12%,3%,-1%,1%,-3%,2%,0%,10%,?,-0.8%,-2%
Nc1cc(=O)[nH]c(SCCSc2ccc(F)cc2)n1,0%,-8%,3%,-2%,-6%,0%,-3%,20%,-6,-0.8%,1%
CC(C)c1ccccc1OCC(=O)NCC(c1cccs1)N1CCOCC1 (stereo not given),-47%,-1%,-5%,1%,3%,-5%,-5%,-29%,16,0.2%,-4%
CCn1cc(C(=O)N/N=C(/C)c2ccc(F)cc2)c(=O)c2cc(F)c(N3CCCC3)cc21,.,.,0%,.,7%,.,3%,.,2,-0.3%,3%
C=CC[C@H](CC(=O)OC(C)(C)C)C(=O)OC[C@H]1CCCN1C(=O)[C@H](CC=C)CC(=O)N(CCO)Cc1ccccc1,-29%,0%,6%,2%,-30%,-4%,-3%,5%,.,-1.1%,0%
COc1ccc(OC)c(NC(=S)N2CCC(C(O)(c3ccccc3)c3ccccc3)CC2)c1,-3%,-1%,4%,1%,-4%,1%,-3%,2%,2,-0.6%,-4%
CCCCN(Cc1cc2ccccc2[nH]c1=O)S(C)(=O)=O,-11%,-4%,4%,-4%,1%,.,0%,-5%,-2,-0.5%,10%
CN1CCN(S(=O)(=O)c2ccc(NC(=O)c3ccccc3Cl)cc2)CC1,4%,-2%,4%,0%,8%,4%,6%,?,3,0.0%,-3%
CO/N=C/c1ccc(Sc2ccc(C)cc2)c([N+](=O)[O-])c1,2%,-5%,5%,7%,9%,-8%,0%,-4%,2,0.0%,-3%
COc1ccc([N+](=O)[O-])cc1NC(=O)c1cccs1,-50%,-9%,0%,-3%,-15%,-2%,-2%,0%,5,0.1%,17%
CNC(=S)NNC(=O)c1ccc(C(C)(C)C)cc1,?,-9%,0%,-30%,?,2%,13%,32%,.,0.0%,5%
NS(=O)(=O)c1ccc(CCNCc2cc(Br)ccc2OCc2ccccc2F)cc1,-41%,2%,-13%,-4%,-13%,-1%,-9%,-73%[inhibitor],26,0.5%,-4%
CCn1c(N2CCN(CC(=O)c3c(C)n(C)c4ccccc34)CC2)nc2c1c(=O)[nH]c(=O)n2C,-29%,-3%,2%,-1%,5%,-3%,-5%,-32%,.,0.2%,-1%
Cc1cc(C)cc(OCC(=O)Nc2ccccc2C(=O)NCc2ccco2)c1,0%,-1%,2%,6%,8%,-6%,-1%,3%,1,-0.2%,-6%
O=C(CCCn1c(=O)c2ccccc2n(CC(=O)NCc2ccco2)c1=O)NCc1ccco1,-15%,0%,2%,3%,-16%,4%,-1%,11%,1,0.1%,3%
Cc1cc(OCC(=O)NN2C(=O)c3ccccc3C2=O)ccc1Cl,-5%,-5%,-1%,-5%,7%,-11%,-2%,6%,-1,3.6%,.
COc1ccc(Oc2nccc(OC)c2C#N)cc1,42%,-6%,-1%,-5%,2%,-2%,8%,-26%,6,0.0%,-3%
C=CCNC(=O)c1onc(CSc2ccc(Cl)cc2)c1C(=O)NCC=C,-3%,.,-1%,5%,-6%,-7%,-3%,20%,28,-0.1%,-2%
O=C(N/N=C/c1cccc([N+](=O)[O-])c1)c1cc2ccccc2o1,-23%,-1%,7%,1%,4%,9%,?,-30%,?,-0.4%,1%
CC(NC(=O)c1cc2c(s1)CCCC2)C(C)(C)C (stereo not given),12%,-5%,-1%,.,-22%,-4%,10%,3%,?,-0.2%,4%
Cc1ccc(/C=C/C(=O)Nc2cc(S(=O)(=O)N3CCOCC3)ccc2N2CCOCC2)cc1,-6%,-6%,3%,-27%,14%,-10%,-2%,17%,1,0.2%,?
COc1cc(SC)ccc1C(=O)NC1CCCc2ccccc21 (stereo not given),-11%,0%,-6%,3%,13%,-1%,-11%,9%,-1,-0.3%,-8%
